PfG6PD inh: PfG6PD enzyme inhibitors, primary screen, biochemical, fluorescence intensity, uHTS. glucose-6-phosphate dehydrogenase-6-phosphogluconolactonase (Plasmodium falciparum 3D7). PfGluPho enzyme, NADPH resazurin-diaphorase fluorescence. inhibition, % at 20 µM. 350,000 tested, 0.78% active. AID 504690, 2011;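 active means inhibition reaching at least a set limit at 20 µM in the primary screen, cut at about 59% in these data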;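 further: 0% = DMSO wells with substrate and 100% = DMSO wells lacking glucose-6-phosphate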
HKDC1 inhibitor: HKDC1 hexokinase inhibitors, primary screen, biochemical, fluorescence, uHTS; Q2TB90; 340,000 tested, 0.16% active; AID 493160, 2011; inhibition, % at 20 µM; recombinant HKDC1, G6PDH/diaphorase resazurin coupled fluorescence;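 active means inhibition above about 35% when tested at 20 µM, limit read from the data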;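 further: plate controls were DMSO wells with enzyme for no effect and DMSO wells lacking enzyme for full effect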
Target sequence (Q2TB90 whole entry, looked up): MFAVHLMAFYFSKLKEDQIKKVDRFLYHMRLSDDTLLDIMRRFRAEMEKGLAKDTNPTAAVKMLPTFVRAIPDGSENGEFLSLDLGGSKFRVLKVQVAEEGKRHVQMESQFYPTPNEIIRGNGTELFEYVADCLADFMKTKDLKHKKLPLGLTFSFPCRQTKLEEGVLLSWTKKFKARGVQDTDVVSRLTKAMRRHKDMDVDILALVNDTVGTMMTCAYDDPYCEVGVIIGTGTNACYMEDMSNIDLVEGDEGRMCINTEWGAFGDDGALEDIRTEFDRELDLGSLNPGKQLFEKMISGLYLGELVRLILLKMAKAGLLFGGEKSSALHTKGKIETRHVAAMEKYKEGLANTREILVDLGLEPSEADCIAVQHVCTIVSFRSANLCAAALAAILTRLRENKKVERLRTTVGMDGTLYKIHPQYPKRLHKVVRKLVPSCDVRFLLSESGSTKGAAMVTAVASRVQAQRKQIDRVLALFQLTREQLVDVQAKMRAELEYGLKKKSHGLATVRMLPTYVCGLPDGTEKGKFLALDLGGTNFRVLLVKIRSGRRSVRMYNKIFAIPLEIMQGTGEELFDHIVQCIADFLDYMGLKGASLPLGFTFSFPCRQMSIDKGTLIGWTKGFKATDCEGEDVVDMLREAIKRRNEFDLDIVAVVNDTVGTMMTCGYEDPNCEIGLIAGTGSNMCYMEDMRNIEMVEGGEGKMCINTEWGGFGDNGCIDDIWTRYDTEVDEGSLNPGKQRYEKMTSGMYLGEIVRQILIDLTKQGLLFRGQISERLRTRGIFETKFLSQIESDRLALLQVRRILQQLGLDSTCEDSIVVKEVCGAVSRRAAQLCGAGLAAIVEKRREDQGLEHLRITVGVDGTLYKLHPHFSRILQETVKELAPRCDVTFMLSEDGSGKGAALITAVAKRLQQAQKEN
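Assay system: in-house recombinant HK5 (HKDC1) enzyme. Input: HKDC1 at 5 µg/mL. Medium: Tris pH 8.0 buffer with MgCl2, Tween-20, BSA, BME. Dosing: single 20 µM dose. Schedule: 90 min reaction incubation at room temperature, dark. Signal: resazurin-to-resorufin fluorescence via G6PDH and diaphorase coupling, 525/613 nm. Controls: DMSO-enzyme wells negative, buffer-substituted wells positive.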
SENP6 inh: SENP6 protease inhibitors, primary screen, biochemical, luminescence, uHTS | Recombinant SENP6 catalytic domain, aminoluciferin luminescence | Sentrin-specific protease 6 (Homo sapiens), Q9GZR1 | inhibition, % at 10 µM | AID 2599, 2010 | 330,000 tested, 1.8% active;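 active means inhibition above about 50% at the single tested dose, limit read from the data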;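 further: plate controls were DMSO wells with enzyme for no effect and DMSO wells lacking enzyme for full effect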
UBC13 inh: UBC13 polyubiquitin chain formation inhibitors, primary screen, biochemical, TR-FRET, uHTS | AID 485273, 2010 | inhibition, % at 20 µM | 330,000 tested, 0.47% active; in the data active means inhibition above about 45%, passing the limit was not always enough; inconclusive means no clear call, values can overlap the other calls
Target sequence (P61088 whole entry, looked up): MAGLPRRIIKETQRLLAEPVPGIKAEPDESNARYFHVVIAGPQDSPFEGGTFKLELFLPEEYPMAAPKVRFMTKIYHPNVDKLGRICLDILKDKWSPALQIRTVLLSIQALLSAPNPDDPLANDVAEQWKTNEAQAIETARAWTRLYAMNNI
SENP7 inh: SENP7 protease inhibitors, primary screen, biochemical, luminescence, uHTS. Sentrin-specific protease 7 (Homo sapiens), Q9BQF6. inhibition, % at 5 µM. recombinant SENP7, Z-RLRGG-aminoluciferin luminescence, 40 min. 330,000 tested, 1.5% active;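 active means inhibition above about 50% at the single test dose, limit read from the data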;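 further: plate controls were DMSO with enzyme for no effect and no enzyme buffer wells for full effect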
SENP8 block-1: human SENP8 protease inhibitors, primary screen, biochemical, fluorescence, Nedd8 protein substrate, uHTS; Sentrin-specific protease 8 (Homo sapiens), Q96LD8; 360,000 tested, 0.64% active; recombinant SENP8; inhibition, % at 20 µM; AID 602440, 2012; in the data active means inhibition mostly above about 40%, no sharp cut-off; inactive means mostly below about 27%
SENP8 block-2: SENP8 protease inhibitors, primary screen, biochemical, luminescence. purified SENP8, Z-RLRGG-aminoluciferin cleavage. inhibition, % at 10 µM. 330,000 tested, 1.2% active. AID 2540, 2010; in the data active means inhibition above about 50%
beta cell repl: inducers of MIN6 beta-cell proliferation, primary screen, ATP luminescence, uHTS; MIN6 cells proliferation, ATPlite luminescence, 48 h; cells starved in 0.2% serum; 100% = growth in 10% serum; proliferation, % at 10 µM; 330,000 tested, 0.29% active; AID 2380, 2010;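 active means compounds whose signal lies at least 3.5 SD above the mean of all wells on their plate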;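 further: 0% = DMSO-treated cells in low-serum medium and 100% = 10% serum control; some compounds called inactive have numbers as strong as hits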
SENP1 inh: human SENP1 catalytic domain inhibitors, primary screen, biochemical, FRET, uHTS; Sentrin-specific protease 1 (Homo sapiens), Q9P0U3; recombinant SENP1 catalytic domain, CyPet-SUMO1-YPet FRET cleavage; inhibition, % at 10 µM; 360,000 tested, 0.21% active; AID 624204, 2012;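 active means inhibition at least 30% at 10 µM, raw YFP signal under a set limit, fluorescence ratio 0.5 to 1.5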;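 further: 0% = enzyme with DMSO and 100% = no enzyme wells; some results filed as inactive read as strong as hits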
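Compound: 10 µM single point, 0.5% DMSO; Test system: hSENP1 catalytic domain, recombinant; Timing: 50 min reaction at room temperature; Technique: FRET, CFP and YFP emission; Control set: no-enzyme wells low, DMSO-plus-enzyme wells high control.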
The depositor's hits bear a star; ? = inconclusive; · = no result given.

entry	structure	PfG6PD inh	HKDC1 inhibitor	SENP6 inh	UBC13 inh	SENP7 inh	SENP8 block-1	SENP8 block-2	beta cell repl	SENP1 inh
1	CCS(=O)(=O)Nc1cccc(C2=NN(C(C)=O)C(c3cccs3)C2)c1 (stereo not given)	-3	2	-5	-3	-5	-8	-9	-2	1
2	COc1cc(S(=O)(=O)N2CCCCC2)ccc1NC(=O)c1ccncc1	1	0	-4	6	-3	12	8	0	1
3	COc1cc(NC(=O)CN2c3cccc4cccc(c34)S2(=O)=O)cc(OC)c1OC	-2	-5	3	2	2	-418	2	-3	2
4	O=C(/C=C1\NC2(CCCC2)Cc2ccccc21)C(=O)N/N=C/c1ccc(O)c(O)c1	14	-2	-6	-13	1	32	-15	-4	4
5	COc1ccccc1NC(=O)CNC(=O)Cn1cnc2sc(C)c(C)c2c1=O	7	1	0	9	8	13	4	6	1
6	Cc1cc(Cl)cc(C)c1OCCNCc1ccccc1	11	-3	6	13	0	7	1	-2	-1
7	CC(C)(C)NC(=O)Cn1c(SCC(=O)NCc2cccs2)nc2ccccc21	-8	-6	0	-4	-4	13	-7	0	-1
8	CCn1cc(CN2CCC(n3nccc3NC(=O)Cc3ccccc3)CC2)c(C)n1	-11	-7	-16	-3	-2	10	4	9	1
9	O=C(Nc1ccc(Br)cc1)C1CCN(C(=O)c2ccco2)CC1	-3	-7	-8	-10	-3	10	1	-5	-1
10	CCOC(=O)c1cc(C#N)c(C)nc1N(CC)CC	1	-4	-20	0	-2	2	0	-1	-2
11	COc1cc(C(=O)OCCN2CCCCC2)ccc1O	-16	-5	-12	-3	-6	6	-6	-4	-30
12	COc1ccc(C(C(=O)NC(C)(C)C)N(C(=O)Cn2nnc3ccccc32)c2cccc(C(C)=O)c2)cc1O (stereo not given)	-10	-2	13	-5	8	10	3	-5	2
13	CC(Cc1cccs1)NC(=O)c1cccc(Cl)c1 (stereo not given)	-9	-3	-20	0	-5	7	-6	2	2
14	O=C(COC(=O)C1(c2cccc(F)c2)CCCC1)NCc1ccc2c(c1)OCO2	-12	5	2	3	-2	11	3	0	1
15	O=C(c1nc2ccccc2s1)N1CCN(c2ccccn2)CC1	-19	6	-2	-5	-5	-5	-8	-2	-1
16	O=C(Oc1ccc(OC(=O)N2CCCCC2)cc1)c1ccccc1	12	-6	3	-2	43	10	18	-3	3
17	COc1ccc(N2CCN(C(=O)c3cc(-c4cccs4)nc4ccccc34)CC2)cc1	2	6	-17	-10	-15	-262	-7	-3	-3
18	CC(C)CC(=O)NNC(=S)Nc1ccc(S(N)(=O)=O)cc1	23	-13	10	5	2	4	2	-1	-2
19	C[n+]1ccc(C(=O)N/N=C/c2ccco2)cc1	-7	-9	-2	-8	-2	14	-2	0	2
20	COCCNC(=O)C(c1ccc(C)o1)N(Cc1ccc(F)cc1)C(=O)Cn1nnc2ccccc21 (stereo not given)	-4	1	2	6	-4	26	5	3	3
21	CC(=O)NN1C(=O)/C(=C2/Sc3ccc(Cl)cc3N2C)SC1=S	-14	2	4	-14	-3	1	7	-4	-21
22	Cc1ccc(NCc2nnc(SCC(N)=O)o2)c(C)c1	-5	-1	0	-8	2	4	0	0	3
23	CC(=O)c1ccc(N(C(=O)c2csnn2)C(C(=O)NC2CCCC2)c2ccccc2)cc1 (stereo not given)	4	-5	-18	-8	-2	6	-12	3	-1
24	CSCC[C@H](NS(=O)(=O)c1ccc(C)cc1)C(=O)N1CCC(C(=O)N[C@@H](C)C(=O)O)CC1	0	-4	-8	0	0	27	-3	-1	2
25	CCN(CC)c1ccc(/C=C(/C#N)c2nc3ccccc3[nH]2)c(OC(C)C)c1	16	9	8	-207	-3	-47	4	-4	-30
26	Cc1ccc(-c2cc(-c3nnc(SCC(=O)N(C)CCC#N)n3N)c3ccccc3n2)cc1	20	0	-17	-1	9	-110	-5	-1	4
27	COc1ccc(Cl)cc1N(CC(=O)N1CCCCC1)S(C)(=O)=O	3	-17	-22	0	-11	6	12	-1	-1
28	COc1cccc(C2/C(=C(/O)c3ccc4c(c3)CC(C)O4)C(=O)C(=O)N2CC2CCCO2)c1 (stereo not given)	-7	0	5	-8	2	-19	8	-3	0
29	COc1ccc(OCCCC(=O)Nc2cccc(SC)c2)cc1	-2	-9	5	13	1	2	-3	-1	-1
30	COc1ccccc1/C=C/CN1CCCC(CCC(=O)NCc2ccc(F)c(F)c2)C1 (stereo not given)	-7	1	10	-1	-4	-8	-4	-5	-3
31	CCOC(=O)C1(Cc2cccc(Cl)c2)CCCN(C(=O)C2CC2)C1 (stereo not given)	-3	-7	4	0	2	9	-4	1	1
32	COc1cc(OC)cc(C(=O)NCC(=O)N2CC=C(c3ccccc3)CC2)c1	-15	1	-4	0	6	5	-6	-1	2
33	CCCC(=O)Nc1ccccc1N1CCN(C(=O)C(C)C)CC1	-10	0	-27	-2	-2	18	-4	-2	-1
34	C=CCNC(=O)COc1ccc(S(=O)(=O)N2CCCC2)cc1	-1	-8	-12	0	2	12	5	1	2
35	COCc1cc(S(=O)c2ccc(Cl)cc2)nc(C)n1 (stereo not given)	10	8	·	·	·	-1	·	·	1
36	O=C(NC(=S)Nc1ncccn1)c1ccccc1Cl	-4	-10	-3	8	-2	18	0	-1	-2
37	CCN(CC)c1ccc(NC(=O)COc2ccccc2C#N)cc1S(=O)(=O)Nc1ccccc1OC	69*	-20	-5	-7	-3	19	-5	0	0
38	CC(=O)Nc1ccc(NC(=O)CNS(=O)(=O)c2ccc(C)cc2)cc1	14	-13	-6	2	-3	16	-3	1	4
39	CCc1cc2c(SCC(=O)N(C)C3CCS(=O)(=O)C3)ncnc2s1 (stereo not given)	-12	-2	-5	19	5	13	5	1	-4
40	COc1ccc([C@H]2[C@H](C(=O)C(C)(C)C)N3N=Cc4ccccc4C3[C@]23N=C(c2ccccc2)OC3=O)cc1OC (stereo not given in full)	9	1	-2	-18	-1	-17	1	-2	-47
41	O=C(CC1C(=O)NCCN1Cc1ccc(F)cc1)NC1CCCCCCC1 (stereo not given)	20	-8	3	-2	-1	-59	-4	-3	-15
42	O=C(c1cc([N+](=O)[O-])ccc1Cl)N1CCN(c2ccccc2)CC1	-20	-4	-9	-6	-6	23	-6	-1	2
43	O=C(Cn1c(=O)n(Cc2ccc3c(c2)OCO3)c(=O)c2ccccc21)N1CCCc2ccccc21	-5	0	-20	1	-17	4	-9	-3	0
44	CCCC(=O)Nc1ccc(C(=O)N/N=C2\CC(=O)CC(C)(C)C2)cc1	-8	-12	4	14	3	-16	-4	-2	-14
45	O=C1COc2ccc(-c3csc(NCCc4ccccc4)n3)cc2N1	61*	-7	11	-9	2	14	-5	-4	-1
46	COc1cccc(/C=C2\Oc3cc(OC(=O)N4CCOCC4)ccc3C2=O)c1	10	1	-15	-2	3	-179	-9	-3	-4
47	CN1/C(=C\C(=O)c2cccs2)Sc2ccccc21	105*	-1	86*	-10	-4	-497	82*	-4	-16
48	COc1cc(/C=N/NC(=O)CCc2c(C)n[nH]c2C)ccc1O	10	1	-8	3	-3	-17	-3	1	-1
49	Cn1cnc2c1c(=O)n(CC(O)CO)c(=O)n2C (stereo not given)	3	-2	-7	3	-7	11	1	1	0
50	CC(/C=C/c1ccccc1)NC(N)=O (stereo not given)	-1	-8	-6	0	1	12	6	-3	2
51	CC(=O)Nc1ccc(/C=N/N2C(=O)NC(C)(c3ccc(OC(F)F)cc3)C2=O)cc1 (stereo not given)	1	5	-21	7	4	20	1	-1	2
52	CCC(=O)NCCn1ccc2ccccc21	12	-3	-8	7	1	-2	-3	1	-1
53	CCC(CC)C(=O)c1c[nH]c(C(=O)NCc2ccc(F)cc2)c1	3	-3	-3	5	1	3	6	-3	1
54	C(=N\Nc1ccccn1)/c1ccc(N2CCOCC2)cc1	-5	-2	19	-5	48	-207	33	-4	18
55	COc1ccc(Nc2nc3c(C)cccn3c(=O)c2C=O)cc1	-3	-4	-12	-1	-1	25	-8	3	15
56	Cc1ccccc1-c1nnc(SCC(=O)Nc2cccnc2Cl)o1	-9	16	-11	1	1	14	6	-6	3
57	CC(C)CCNC(=O)CN1N=C(c2ccc(Cl)cc2)CCC1=O	0	2	-2	2	4	21	-1	7.3*	1
58	N#CCCn1cc(CNCc2ccccc2)c(-c2cccc([N+](=O)[O-])c2)n1	12	-2	8	20	-1	7	-7	0	2
59	Cc1ccc(C(=O)Nc2c(C)cc(C)c3cccnc23)cc1	16	2	-1	-4	5	0	1	3	1
60	COC(=O)c1oc2c(c1C)C1(CCC2)SCCS1	-4	10	3	-2	-5	9	2	-2	1

Later entries
entry	structure	PfG6PD inh	HKDC1 inhibitor	SENP6 inh	UBC13 inh	SENP7 inh	SENP8 block-1	SENP8 block-2	beta cell repl	SENP1 inh
61	CN1CCCN(C(=O)c2ccc(Cl)cc2)CC1	-5	-1	-8	-5	-11	16	-8	0	0
62	N#CCCn1cc(/C=N/O)c(-c2ccc(Cl)cc2)n1	-1	-4	7	-14	-13	14	-2	1	0
63	COc1ccccc1NC(=O)c1ccc(CS(=O)(=O)c2ccc(C)cc2)cc1	6	-2	11	-2	7	4	10	3	2
64	Cc1c(C(=O)Nc2ccc(F)cc2)oc2ccc(S(=O)(=O)N3CCCC3)cc12	-2	-6	-7	-4	8	15	-2	1	3
65	CC(C)(C)NC(=O)N1CCCN(c2ccc(C(F)(F)F)cn2)CC1	4	-7	-15	4	3	-22	-9	1	1
66	Cc1ccc2cc(C(c3nnnn3Cc3ccccc3)N3CCc4ccccc43)c(=O)[nH]c2c1C (stereo not given)	32	9	11	?	7	-62	-1	-4	-49
67	Cc1cccnc1NC(=O)c1cccc(NC(=O)CC2SC(N3CCCCC3)=NC2=O)c1 (stereo not given)	-2	-6	-3	-11	-2	8	3	-2	1
68	COc1ccc([C@H]2CC(=O)C=C(c3cccc(CO)c3)C2)cc1OC	-7	-6	-3	10	4	12	6	5	0

Four structures from above, arranged by formula weight, largest number first:
entry	structure	PfG6PD inh	HKDC1 inhibitor	SENP6 inh	UBC13 inh	SENP7 inh	SENP8 block-1	SENP8 block-2	beta cell repl	SENP1 inh
67	Cc1cccnc1NC(=O)c1cccc(NC(=O)CC2SC(N3CCCCC3)=NC2=O)c1 (stereo not given)	-2	-6	-3	-11	-2	8	3	-2	1
28	COc1cccc(C2/C(=C(/O)c3ccc4c(c3)CC(C)O4)C(=O)C(=O)N2CC2CCCO2)c1 (stereo not given)	-7	0	5	-8	2	-19	8	-3	0
44	CCCC(=O)Nc1ccc(C(=O)N/N=C2\CC(=O)CC(C)(C)C2)cc1	-8	-12	4	14	3	-16	-4	-2	-14
13	CC(Cc1cccs1)NC(=O)c1cccc(Cl)c1 (stereo not given)	-9	-3	-20	0	-5	7	-6	2	2
